Screening results from PubChem BioAssay.
hERG protect: hERG rescue from dofetilide block, primary screen, cell-based, CHO-hERG, FluxOR thallium flux, dofetilide IC70; Voltage-gated inwardly rectifying potassium channel KCNH2 (Homo sapiens), Q12809; dofetilide IC70 present; activation (rescue from dofetilide block), less the hit threshold, % at 10 µM; actives 0.51% (n = 310,000); AID 1511, 2009;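 active = activation above the mean of controls blocked by dofetilide plus 5 SD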;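 note: thallium influx through hERG after potassium depolarization seen as dye fluorescence rise; in these data hits start at about 4.7%; inactives centre near -7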
KCNQ1 inh: inhibitors of human KCNQ1 channel, primary screen, cell-based, thallium flux, high-throughput | AID 2642, 2010 | Potassium voltage-gated channel subfamily KQT member 1 (Homo sapiens), P51787 | CHO-K1 KCNQ1, FluxOR thallium flux fluorescence; stronger effect = higher value | B-score at 10 µM | actives 1.3% (n = 310,000);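 active = compounds whose thallium flux B-score, printed positive for inhibition, exceeds three library SD while starting fluorescence stays within three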;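 note: channel opened by potassium depolarization with thallium stimulus after 20 min compound exposure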
MrgX1 ag: agonists of human MrgX1 receptor, primary screen, HEK293 cells, Fluo-4 calcium flux | Mas-related G-protein coupled receptor member X1 (Homo sapiens), Q96LB2 | Fluo-4 calcium fluorescence, agonist mode; stronger effect = higher value | B-score at 10 µM | actives 0.44% (n = 310,000) | AID 588627, 2011;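 active = calcium response B-score plate-corrected fluorescence ratio at least 3 library SD, with starting fluorescence B-score inside 5 SD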
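Assay system: stable human MrgX1 HEK293 cell line. Quantity: 15,000 cells per well. Schedule: cells plated overnight, dye loaded 0.5 h 37 °C, 0.5 h room temperature. Detection: Fluo-4 NW calcium-flux fluorescence, kinetic read. Read-out basis: peak-minus-minimum fluorescence over baseline, converted to B scores. Control set: positive and negative control wells on each plate.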
KCNQ1 act: potentiators or activators of KCNQ1 channel, primary screen, cell-based, thallium flux, high-throughput; CHO-K1 KCNQ1, thallium flux FluxOR fluorescence; stronger effect = higher value; B-score at 10 µM; actives 0.35% (n = 310,000); AID 2648, 2010;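 active = fluorescence ratio B-score, a plate-corrected score, at least three library SD, with initial intensity B-score within 5 SD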
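System: CHO-K1 cells stably expressing KCNQ1 / Medium: assay buffer for compound exposure, DMSO matched across wells / Reagent: thallium- and potassium-containing depolarizing buffer / Compound: one concentration, matched DMSO / Incubation: 20 min compound pretreatment at room temperature / Measured by: kinetic FluxOR fluorescence, 10 s baseline plus 110 s post-stimulus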
TMEM16A inh: TMEM16A chloride channel inhibitors, primary screen, cell-based, HTS | Anoctamin-1 (Mus musculus), Q8BHY3 | HEK293 TMEM16A/YFP iodide influx fluorescence, ionomycin | normalized B-score (activity score, 25-100; higher = stronger inhibition) at 10 µM | actives 1.2% (n = 310,000);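 active = ratio plate-corrected score three or more library SD toward inhibition, starting fluorescence score within five deviations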;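 note: score derived from kinetic fluorescence span divided by baseline fluorescence per well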
Target sequence (Q8BHY3 whole entry, looked up): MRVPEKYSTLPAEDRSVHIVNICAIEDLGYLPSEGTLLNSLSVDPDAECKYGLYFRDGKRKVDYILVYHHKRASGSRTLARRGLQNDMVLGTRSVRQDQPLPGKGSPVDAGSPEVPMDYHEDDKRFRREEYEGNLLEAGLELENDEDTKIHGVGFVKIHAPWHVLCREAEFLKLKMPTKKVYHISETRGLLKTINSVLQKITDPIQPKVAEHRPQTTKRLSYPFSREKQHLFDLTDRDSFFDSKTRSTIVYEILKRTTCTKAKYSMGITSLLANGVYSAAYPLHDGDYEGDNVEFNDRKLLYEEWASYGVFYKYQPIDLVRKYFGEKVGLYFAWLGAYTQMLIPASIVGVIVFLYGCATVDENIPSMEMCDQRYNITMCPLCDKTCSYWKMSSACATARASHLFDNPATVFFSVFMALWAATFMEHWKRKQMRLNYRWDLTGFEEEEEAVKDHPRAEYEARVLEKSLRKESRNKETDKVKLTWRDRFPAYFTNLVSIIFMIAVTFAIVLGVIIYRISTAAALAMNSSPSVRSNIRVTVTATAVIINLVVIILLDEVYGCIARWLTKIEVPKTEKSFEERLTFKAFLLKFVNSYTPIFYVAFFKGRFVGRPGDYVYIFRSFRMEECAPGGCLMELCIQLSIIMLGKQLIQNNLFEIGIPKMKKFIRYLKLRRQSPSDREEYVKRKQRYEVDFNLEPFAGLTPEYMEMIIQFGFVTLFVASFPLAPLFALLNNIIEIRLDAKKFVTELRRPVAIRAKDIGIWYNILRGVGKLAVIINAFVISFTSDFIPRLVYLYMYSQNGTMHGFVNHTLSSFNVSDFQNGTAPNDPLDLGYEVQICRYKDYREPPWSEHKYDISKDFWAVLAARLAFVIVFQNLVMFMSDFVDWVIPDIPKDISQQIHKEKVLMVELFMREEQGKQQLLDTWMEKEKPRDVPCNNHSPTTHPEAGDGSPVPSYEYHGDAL
KCNK9 block: KCNK9 potassium channel inhibitors, primary screen, HEK293 cells, thallium flux | Potassium channel subfamily K member 9 (Homo sapiens), Q9NPC2 | FluxOR thallium flux fluorescence; stronger effect = lower value | B-score at 10 µM | actives 1.2% (n = 310,000) | AID 488922, 2010;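 active = ratio B-score over 3 SD below the library mean, with starting fluorescence within 5 SD of its mean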;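 note: negative B-score means less thallium flux so channel inhibition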
MrgX1 PAM: positive allosteric modulators of MrgX1, primary screen, HEK293 cells, Fluo-4 calcium flux. B-score at 10 µM. AID 588675, 2011. FDSS; stronger effect = higher value. actives 0.63% (n = 310,000);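 active = plate-corrected calcium response at least 3 library SD above typical, normal starting fluorescence, not activating the receptor alone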;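 note: compound read alongside a low EC10 to EC30 dose of BAM8-22 agonist; peak minus trough fluorescence over baseline measured at the second addition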
KCNK3 block: human KCNK3 channel inhibitors, primary screen, CHO cells, FluxOR thallium flux, B-score | actives 0.84% (n = 340,000) | FluxOR fluorescence; stronger effect = lower value | AID 602410, 2012 | Potassium channel subfamily K member 3 (Homo sapiens), O14649 | B-score at 10 µM;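 active = B-score under library mean minus 4 SD, starting fluorescence ratio at most library mean plus 5 SD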;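 note: more negative B-score means stronger inhibition of thallium flux through KCNK3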
TMEM16A act: TMEM16A chloride channel activators or potentiators, primary screen, cell-based, HTS | HEK293 TMEM16A/YFP-H148Q/I152L, iodide quench fluorescence; stronger effect = lower value | B-score at 10 µM | actives 0.3% (n = 340,000) | AID 623877, 2012;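 active = fluorescence-ratio B-score plate-corrected deviation score at least 3 library SD below zero, with starting fluorescence score within 5 deviations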;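 note: channel opened by trigger with iodide after compound preincubation; score built on the fluorescence ratio of max minus min over baseline; more negative score means more quench and so TMEM16A activation or potentiation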
RGS4 pot: RGS4 potentiators or activators, primary screen, cell-based, HEK293 M3R inducible RGS4, calcium flux | carbachol calcium flux Fluo4; stronger effect = lower value | B-score at 10 µM | actives 0.92% (n = 310,000) | AID 463111, 2010;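 active = B-score of the integrated calcium signal more than 4 SD below the library mean, with starting fluorescence not abnormally high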;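 note: negative B-score means reduced calcium response which marks RGS4 activation or potentiation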
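Assay system: HEK293 FlpIn-TREx cells, stable M3R, doxycycline-inducible RGS4 / Probe or stimulus: carbachol, ECmax concentration / Times: overnight RGS4 induction, 30 min dye load 37 °C, 20 min compound RT / Signal: kinetic calcium fluorescence imaging with Fluo4-AM dye, 2 µM / Measure: Agonist-evoked peak-minus-minimum fluorescence over baseline, integrated ratio, B score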
RGS4 inh: RGS4 inhibitors, primary screen, cell-based, HEK293 M3R inducible RGS4, calcium flux; Fluo-4 calcium flux; stronger effect = higher value; triggered by carbachol at its EC20; B-score at 10 µM; actives 0.45% (n = 310,000); AID 463165, 2010;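 active = B-score, a plate-corrected calcium signal, over three deviations above library mean, with baseline fluorescence within five deviations of library mean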;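 note: RGS4 expression induced by doxycycline in cells with stable M3 receptor; B-score is computed from the integrated fluorescence ratio over baseline after carbachol; higher B-score means a larger calcium signal and so more RGS4 inhibition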
Numbers without * were called inactive; i = inactive; · = no result given. The order is random (roughly 6.3% active in at least one column).

SMILES | hERG protect | KCNQ1 inh | MrgX1 ag | KCNQ1 act | TMEM16A inh | KCNK9 block | MrgX1 PAM | KCNK3 block | TMEM16A act | RGS4 pot | RGS4 inh
O=C(CSc1nc2ccccc2c(=O)n1-c1ccc(Cl)cc1)c1ccco1 | -8.9 | i | i | i | i | i | i | i | i | i | i
CCOc1ccc(NC(=O)Cn2nnc(C(=O)NCc3ccccc3OC)c2N)cc1 | -5.8 | i | i | i | i | i | i | i | i | i | i
CCc1cc(Cn2nc(-c3ccccc3)cc2C(=O)NCc2cccc(C(F)(F)F)c2)on1 | -5.1 | i | i | i | i | i | i | i | i | i | i
COc1cc(/C=C(\C#N)c2nc3ccc(C)cc3[nH]2)c([N+](=O)[O-])cc1OC | -6.1 | i | i | i | i | i | i | i | i | i | i
Cc1cc(=O)[nH]c2c1c(C)nn2-c1ccccc1 | -6.0 | i | i | i | i | i | i | i | i | i | i
COc1ccc(OC)c(N(C(=O)c2snc(C(N)=O)c2N)C(C(=O)NCC2CCCO2)c2ccc3ncccc3c2)c1 (centres undefined) | -10.2 | i | i | i | i | i | i | i | i | i | i
COCCNc1nc2nonc2nc1N(C)Cc1cccc2cnccc12 | -9.0 | i | i | i | i | i | i | i | i | i | i
CCOc1ccccc1/C=C/c1onc(C)c1S(=O)(=O)N1CCC(C(=O)NC(C)C)CC1 | -4.0 | i | i | i | i | i | i | i | i | i | i
CC(=O)CCS(=O)(=O)c1ccc(C)c(C)c1 | -8.6 | i | i | i | i | i | i | i | i | i | i
CC(C)N1C(=O)CCN(C=O)c2ccccc21 | -10.2 | i | i | i | i | i | i | i | i | i | i
Cn1c(=O)oc2cc(S(=O)(=O)CCC(=O)N3CCN(c4ccccc4)CC3)ccc21 | -4.0 | i | i | i | i | i | i | i | i | i | i
COc1ccc(O)c(/C=N/N2CCOCC2)c1 | -8.9 | i | i | i | i | i | i | i | i | i | i
CSc1ccccc1C(=O)Nc1cc([N+](=O)[O-])ccc1C | -10.9 | i | i | i | i | i | i | i | i | i | i
C=CCn1c(=NC(=O)c2cc(-c3cccs3)nc3ccccc23)sc2cc(S(N)(=O)=O)ccc21 | -3.0 | i | i | i | i | i | i | i | i | i | i
CCCCNC(=O)COC(=O)c1ccc(NS(=O)(=O)c2ccc3c(c2)OCCO3)cc1 | -9.0 | i | i | i | i | i | i | i | i | i | i
CCOC(=O)C(C)(C)Oc1ccc(Cl)cc1 | · | · | i | · | i | · | i | i | i | · | ·
Cn1c(=O)cc(-c2ccccc2)c2ccccc21 | 3.3 | i | i | i | i | i | i | i | i | i | i
O=C(/C=C/c1c(F)cccc1Cl)Nc1nc2ccccc2[nH]1 | -4.6 | i | i | i | i | i | i | i | i | i | i
Cc1cc(C)c(C)c(OCC(=O)N2CCCCCC2)c1 | -11.5 | i | i | i | i | i | i | i | i | i | i
C=CCNC(=S)NNc1ncnc2sc3c(c12)CC(C)(C)OC3 | -10.7 | i | i | i | i | i | i | i | i | i | i
CN(CC(=O)NC1CC(C)(C)NC(C)(C)C1)S(=O)(=O)c1ccc(Br)cc1 | -4.2 | i | i | i | i | i | i | i | i | i | i
CCOC(=O)C1=C(N)Oc2cc(C)n(C)c(=O)c2C1c1ccncc1 (centres undefined) | -11.2 | i | i | i | i | i | i | i | i | i | i
Cn1nccc1C(=O)Nc1nnc(C2CC2)s1 | -5.2 | i | i | i | i | i | i | i | i | i | i
COc1ccc(S(=O)(=O)N(C)c2ccc(C(=O)N3CCN(c4ccccc4)CC3)cc2)cc1OC | -9.8 | i | i | i | i | i | i | i | i | i | i
CSC1=C(C#N)C(c2ccc(Cl)cc2)C2=C(CC(C)(C)CC2=O)N1 (centres undefined) | -11.3 | i | i | i | i | i | i | i | i | i | i
NS(=O)(=O)c1ccc(O)c(NC(=O)c2ccc([N+](=O)[O-])cc2)c1 | -7.3 | i | i | i | i | i | i | i | i | i | i
Cc1ccc[n+](CC(=O)Nc2cc(C(F)(F)F)ccc2Cl)c1 | -4.4 | i | i | i | i | i | i | i | i | i | i
Cc1ccc(SCc2c(C(=O)N/N=C/c3ccccc3)nnn2-c2nonc2N)cc1 | -4.5 | i | i | i | i | i | i | i | i | i | i
CC(NC(=O)CCC(=O)c1ccccc1)c1ccc(F)cc1 (centres undefined) | -16.0 | i | i | i | i | i | i | i | i | i | i
COc1ccc(N=C2NC(=O)/C(=C\c3ccco3)S2)cc1 | -1.8 | i | i | i | i | i | i | i | i | i | i
CCN1CCN(CCNC(=O)c2cc(Cl)c(NC(=O)C3=C(C)OCCS3)cc2OC)CC1 | -6.7 | i | i | i | i | i | i | i | i | i | i
C/C(=N\NS(C)(=O)=O)c1ccc(C)cc1 | -12.1 | i | i | i | i | i | i | i | i | i | i
Cc1ccc(CN2CCN(CCCc3ccccc3)CC2CCO)cc1 (centres undefined) | -18.7 | i | i | i | i | i | i | i | i | i | i
CC(=O)Nc1ccc(NC(=O)C(C)OC(=O)c2ccc(-n3cnnn3)cc2)cc1 (centres undefined) | -15.2 | i | i | i | i | i | i | i | i | i | i
CC(=O)c1c(OC(=O)c2ccc(C)cc2)c2ccccc2n1C | -2.3 | i | i | i | i | -7.24* | i | i | i | i | i
COc1ccc(Cc2noc(CN3CCN(C4CCc5ccccc5C4)CC3)n2)cc1OC (centres undefined) | -14.7 | i | i | i | i | i | i | i | i | i | i
CCC1CCc2sc(C(=O)N3CCCN(C)CC3)cc2C1 (centres undefined) | -4.9 | i | i | i | i | i | i | i | i | i | i
Cc1ccc(S(=O)(=O)N2CCCCC2)cc1NC(=O)Cn1ccc(C(F)(F)F)n1 | -2.7 | i | i | i | i | i | i | i | i | i | i
Cc1cc(C)nc(SCc2nc3ccccc3n2C)n1 | -7.5 | i | i | i | i | i | i | i | i | i | i
CC(=O)c1ccc(OCC(O)CNCc2ccc3c(c2)OCO3)cc1 (centres undefined) | -6.5 | i | i | i | i | i | i | i | i | i | i
Cc1ncoc1C(=O)N1CCCC(C(=O)c2ccc(-c3ccccc3)cc2)C1 (centres undefined) | -15.3 | i | i | i | i | i | i | i | i | i | i
Fc1ccc(Nc2ncnc3sc4c(c23)CCC4)cc1 | -5.5 | i | i | i | i | i | 6.9* | i | i | i | i
COC(=O)CSc1cc([N+](=O)[O-])cc2c1c(C1OCCO1)nn2-c1ccccc1 | -7.8 | i | i | i | i | i | i | i | i | i | i
N#Cc1ccc(OCC(=O)N/N=C/C2CC=CCC2)cc1 (centres undefined) | -24.1 | i | i | i | i | i | i | i | i | i | i
Nc1nsc2ccccc12 | -21.1 | i | i | i | i | i | i | i | i | i | i
COc1ccc(N2CCN(c3oc(COc4ccccc4)nc3C#N)CC2)cc1 | · | · | i | · | i | · | i | i | i | · | ·
C=CCn1c(=S)[nH]c2cc(C(=O)Nc3ccc(F)cc3)ccc2c1=O | -8.0 | i | i | i | i | i | i | i | i | i | i
COc1ccccc1Nc1nc(NCC2CCCO2)c2ccccc2n1 (centres undefined) | -19.2 | i | i | i | i | i | i | i | i | i | i
Cc1ccc(C(=O)N[C@H](C(=O)OCC(=O)c2ccc[nH]2)C(C)C)cc1 | -3.8 | i | i | i | i | i | i | i | i | i | i
CCCCCN(C(=O)CN(C)Cc1ccc(OC)cc1OC)c1c(N)n(CCCC)c(=O)[nH]c1=O | -3.3 | i | i | i | i | i | i | i | i | i | i
The results go on.
SMILES | hERG protect | KCNQ1 inh | MrgX1 ag | KCNQ1 act | TMEM16A inh | KCNK9 block | MrgX1 PAM | KCNK3 block | TMEM16A act | RGS4 pot | RGS4 inh
O=C(O)c1ccccc1-c1ccccc1C(=O)Nc1cccc(O)c1 | -3.9 | i | i | i | i | i | i | i | i | i | i
CCO[C@H]1OC(C(=O)NCc2nc3ccccc3[nH]2)=C[C@@H](c2ccc(Br)cc2)[C@@H]1CCCO | -10.8 | i | i | i | i | i | i | i | i | i | i
O=C(N/N=C\c1ccc(F)cc1)c1csnn1 | -6.1 | i | i | i | i | i | i | i | i | i | i
Cc1nn(C)c(Cl)c1S(=O)(=O)N1CCC(CO)(CCc2ccccc2)CC1 | -16.0 | i | i | i | i | i | i | i | i | i | i
COc1ccc2c(=O)c(-c3nc(C)cs3)coc2c1 | -5.3 | i | i | i | i | i | i | i | i | i | i
CC(NC(=O)NC(=O)c1cccc(Cl)c1)c1ccccc1 (centres undefined) | -9.8 | i | i | i | i | i | i | i | i | i | i
O=C(NCC(=O)N1CCN(C(=O)c2ccco2)CC1)c1ccccc1 | -7.0 | i | i | i | i | i | i | i | i | i | i
COc1ccc(C(=O)NNC(=O)C(=O)/C=C(\O)c2ccc(C)cc2)cc1 | -8.4 | i | i | i | i | i | i | i | i | i | i
O=C(Nc1ccccc1C(=O)N1CCCCC1)c1ccc(Cl)cc1Cl | -6.8 | i | i | i | i | i | i | i | i | i | i
O=c1c2c3c(sc2n2c(=S)[nH]nc2n1-c1ccccc1)CCC3 | -13.1 | i | i | i | i | i | i | i | i | i | i
CSc1nc(C)cc(-n2cc(F)c(=O)[nH]c2=O)n1 | -4.3 | i | i | i | i | i | i | i | i | i | i
O=C1NC[C@@H](Cc2cccc3ccccc23)N(CCc2cc(C(F)(F)F)cc(C(F)(F)F)c2)C1=O | -5.4 | i | i | i | i | i | i | i | i | i | i
COc1ccc(Nc2nc(NN)nc(C)c2[N+](=O)[O-])cc1 | -16.0 | i | i | i | i | i | i | i | i | i | i
